Source: PubChem (several laboratories)
hDAT+cocaine: modulates human dopamine transporter uptake under cocaine; LLC-PK1 hDAT cells, [14C]-dopamine uptake with cocaine IC80; actives deviate in either direction; B-score at 10 µM; actives 1.3% (n = 110,000);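 active = Z score or B-score, a plate-position-corrected score, falls beyond the plate's 99.7% confidence bounds, in either direction; inactive = both scores lie inside the 99.7% bounds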;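 also: scored against the spread of the other compound wells on the same plate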
sEH inh: inhibitors of human soluble epoxide hydrolase. inhibition, % at 2 µM. actives 0.34% (n = 91,000). recombinant human sEH enzymatic activity assay. P34913; in the data active = inhibition above about 80%; also: values of inactives mirror those of a sister screen read the other way; many of its hits are not listed in these tables
PLK1 inh: inhibitors of human PLK1 kinase; recombinant PLK1 kinase, TR-FRET peptide phosphorylation; inhibition, % at 10 µM; actives 0.53% (n = 97,000); AID 619;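 active = inhibition of 50% or more in the single-concentration screen; inactive = inhibition below 50%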;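 also: 0% = DMSO max control and 100% = H-89 dihydrochloride min control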
Target sequence (P53350 whole entry, looked up): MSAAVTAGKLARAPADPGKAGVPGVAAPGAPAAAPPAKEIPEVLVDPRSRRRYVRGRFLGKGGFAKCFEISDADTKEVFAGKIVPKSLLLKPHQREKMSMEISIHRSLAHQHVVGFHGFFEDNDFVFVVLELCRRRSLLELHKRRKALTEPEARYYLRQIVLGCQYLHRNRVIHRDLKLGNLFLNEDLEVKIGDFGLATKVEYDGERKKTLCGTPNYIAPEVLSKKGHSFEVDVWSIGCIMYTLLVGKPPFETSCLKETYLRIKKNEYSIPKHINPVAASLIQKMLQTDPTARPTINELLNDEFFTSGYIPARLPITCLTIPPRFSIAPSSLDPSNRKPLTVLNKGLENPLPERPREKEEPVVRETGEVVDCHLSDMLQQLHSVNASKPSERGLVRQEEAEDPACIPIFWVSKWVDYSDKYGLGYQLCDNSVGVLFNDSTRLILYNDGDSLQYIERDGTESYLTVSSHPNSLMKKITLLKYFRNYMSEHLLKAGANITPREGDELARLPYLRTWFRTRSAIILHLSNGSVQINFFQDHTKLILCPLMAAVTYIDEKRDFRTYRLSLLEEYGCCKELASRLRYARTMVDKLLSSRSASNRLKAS
HUVEC tox IL1B: HUVEC cytotoxicity counter-screen, IL-1B stimulated. HUVEC cell count loss, Hoechst imaging. actives 0.41% (n = 94,000). AID 845. cell count reduction, % at 2 µM;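 active = cell count reduction more than 3 SD above the screen-wide mean, cut at about 70% in these data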;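 also: normalized per plate to untreated control cells as the no-loss baseline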
E coli WT exp: growth inhibitors of E. coli BW25113 wild type | AID 710 | actives 0.15% (n = 98,000) | growth inhibition, % at 100 µM | OD600 absorbance;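 active = growth inhibition above about 50% at one test dose, limit read from the data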;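 also: growth measured after 20 h incubation at 37 °C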
PLK1 PBD inh: inhibitors of human Plk1 polo box domain binding. Plk1 PBD phosphopeptide binding, fluorescence polarization. inhibition, %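 (tested at about 20 µM)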. actives 0.13% (n = 97,000); in the data active = inhibition above about 34%, passing the limit was not always enough
HUVEC tox TNFa: toxic to HUVEC cells under TNF alpha stimulation; HUVEC TNFalpha-stimulated, Hoechst cell count, imaging; cell count reduction, % at 2 µM; actives 0.17% (n = 93,000);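 active = cell count reduction exceeding the screen mean by over 5 SD, scaled to untreated wells per plate, cut at about 78% in these data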;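 also: cells counted after 24 h of TNF alpha exposure following the 1 h pretreatment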
VCAM1 TNFa inh: reduces TNF alpha induced VCAM1 expression in HUVEC; inhibition, % at 2 µM; AID 802; HUVEC TNFa-induced VCAM-1 immunofluorescence, high-content imaging; actives 0.48% (n = 95,000);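 active = inhibition above the batch mean plus 3 SD, with images confirmed as a hit by eye, cut at about 37% in these data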;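 also: 0% = TNF-stimulated DMSO wells and 100% = unstimulated control wells; not every result past the cut was called active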
cytoskel mod: alters cytoskeleton assembly in HUVEC cells; actives 0.18% (n = 91,000); HUVEC TNFa F-actin phalloidin imaging, high content; inhibition, % at 2 µM;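 active = inhibition above the batch mean plus 3 SD and confirmed as a hit by visual image inspection, cut at about 30% in these data, passing the limit was not always enough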; also: strong numbers were not always called active
* hit, by the source's call; · = no result given.

SMILES | hDAT+cocaine | sEH inh | PLK1 inh | HUVEC tox IL1B | E coli WT exp | PLK1 PBD inh | HUVEC tox TNFa | VCAM1 TNFa inh | cytoskel mod
Cc1oc(-c2ccc(Cl)cc2)[n+]([O-])c1C | 0.187 | -1.0 | -1.9 | -83.8 | -6.0 | -22.3 | -18.5 | 5.0 | 14.0
Cc1ccc(C(=O)c2coc3c2C(=O)C(=O)c2ccccc2-3)cc1 | 0.0977 | 21.3 | -2.6 | · | -11.0 | 11.2 | -25.9 | -15.1 | 11.6
Cc1cc(NC(=O)CCCC(=O)N(CC(=O)NC2CCCCC2)c2ccccc2)no1 | 0.0817 | 3.9 | -7.8 | -18.3 | -6.0 | -1.4 | -17.0 | -7.9 | -7.1
CSc1nc(NC(C)(C)C)nc(Oc2ccc(=O)n(C)n2)n1 | -0.342 | 7.0 | -8.6 | 4.9 | 1.0 | -1.5 | 0.7 | -8.9 | -13.6
CCCN(C(=O)Cc1nc(N)n[nH]1)C1(C(=O)Nc2ccccc2C)CCCCC1 | 0.116 | -3.4 | -3.5 | -27.1 | -2.0 | -126.5 | -37.2 | 7.6 | 6.4
CCCN(CCC)C(=O)CC(c1ccccc1)c1ccc(C)cc1O (stereo unspecified) | 0.971 | -19.8 | -5.2 | 6.8 | 5.0 | 8.0 | -6.3 | -7.9 | 15.0
CCOC(=O)Cn1c(=N)n(Cc2ccccc2F)c2ccccc21 | 1 | 7.4 | 1.8 | · | 11.0 | -7.6 | · | · | ·
CC1(C)Oc2ccc(C(=O)N3CCCCC3)cc2N(CC(=O)NCc2ccccc2)C1=O | 1.01 | -9.5 | -6.0 | 5.1 | -11.0 | -3.7 | -47.8 | 0.3 | -13.8
COC(=O)C1=C(NC(=O)c2cccs2)CCS1 | 0.913 | 5.5 | -17.3 | 7.3 | 9.0 | -0.1 | -28.6 | 7.9 | -18.5
Cc1nn(-c2ccccc2)c(=S)n1-c1ccccc1 | 1.62 | -7.0 | 0.3 | -24.0 | -3.0 | 17.8 | 8.4 | 15.8 | -106.1
COC(=O)c1oc2c(c1C)C1(CCC2)SCCS1 | 0.726 | 4.7 | -7.7 | 4.9 | 3.0 | -13.4 | -13.3 | 21.4 | 13.5
CCCNS(=O)(=O)c1ccc(CCC(=O)NCC2CCCO2)cc1 (stereo unspecified) | -0.0854 | 0.5 | -9.5 | -48.3 | -3.0 | 7.4 | -19.3 | -37.6 | -4.8
COc1ccc(F)cc1CN1CCN(C(=O)CCC(=O)Nc2nnc(C(C)C)s2)CC1 | 1.82 | · | -0.2 | -25.7 | 11.0 | -16.1 | -36.4 | 11.5 | 31.6
Cc1nc(SCC(=O)Nc2ccc(F)cc2)c(C#N)c(C)c1CC(=O)c1ccc(Br)cc1 | · | -6.2 | -17.5 | -15.6 | -14.0 | -10.4 | 10.1 | 38.2 | -0.9
CC1Oc2ccccc2N(CC(=O)N2CCc3ccccc32)C1=O (stereo unspecified) | 0.115 | -1.0 | -18.1 | -16.5 | -11.0 | -14.4 | -6.4 | -7.9 | 0.9
Cc1cccc(OCCCCCn2ccnc2)c1 | 0.605 | -3.9 | 4.5 | -9.4 | 21.0 | -7.4 | -18.1 | 9.8 | 1.3
Cn1c(N2CCCC2)nc2c1c(=O)n(Cc1ccc(Cl)cc1)c(=O)n2C | 0.501 | -3.5 | 2.0 | -26.6 | -8.0 | -7.3 | -28.9 | -13.1 | 7.8
NC(=O)c1sc2nc3c(c(-c4ccc(Cl)cc4)c2c1N)CCCC3 | 0.607 | -9.4 | -8.7 | 20.9 | -7.0 | -5.4 | 8.5 | 14.9 | -5.5
O=C(c1nc2ccccc2s1)N1CCN(c2ccccn2)CC1 | 1.81 | 18.7 | -0.2 | -5.6 | -3.0 | -9.4 | -3.6 | 16.2 | -28.2
Cc1ccccc1C(=O)Nc1nnc(-c2ccc(F)cc2)o1 | 0.231 | -2.0 | -8.5 | 2.9 | 38.0 | -18.2 | -13.3 | 6.4 | 0.6
Cc1ccc(OCc2nc(-c3ccccc3)no2)c(C)c1 | 0.276 | 7.8 | -3.8 | -14.7 | 6.0 | 1.0 | -37.0 | -6.9 | 60.8
COc1ccc(C)cc1C(=O)C1CC(C(=O)O)C(C)(C)C1C (stereo unspecified) | -0.637 | -17.2 | -10.2 | 3.8 | -3.0 | -20.5 | -2.4 | -5.1 | -7.8
O=C(CN(c1ccc(F)cc1)S(=O)(=O)c1ccc2c(c1)OCCO2)Nc1ccc2c(c1)OCO2 | -1.89 | -7.7 | -6.3 | 4.4 | -8.0 | 19.4 | 13.4 | -2.2 | -3.2
Cc1cc(S(=O)(=O)NCC(=O)O)ccc1F | 0.558 | -1.6 | -1.2 | 12.4 | 1.0 | 7.6 | · | · | ·
O=C(CSc1nnc(-c2ccncc2)n1CCc1ccccc1)NCc1ccccc1 | 0.65 | 12.6 | -13.0 | -24.1 | · | 1.2 | · | 9.9 | 6.2
COC(=O)c1cc2occc2n1CC(=O)Nc1cc(OC)cc(OC)c1 | 0.784 | -13.8 | 4.2 | 25.7 | -8.0 | 10.7 | -1.7 | -1.6 | 14.5
Cc1ccc2cc(CN(CC(C)C)C(=O)C3CCCO3)c(=O)[nH]c2c1 (stereo unspecified) | -0.0429 | 6.9 | -4.2 | -5.2 | 2.0 | -1.9 | -0.4 | 28.9 | 5.9
Fc1ccc2[nH]c3c(N4CCN(Cc5ccc6c(c5)OCO6)CC4)ncnc3c2c1 | · | 7.9 | 32.8 | 25.4 | · | -1.0 | -1.8 | 13.0 | -4.2
O=C(CN1CCN(c2ccccc2)CC1)N1CCc2[nH]c3ccccc3c2C1 | 0.793 | 2.9 | -16.7 | 9.8 | 15.0 | 4.7 | -5.2 | 14.8 | -2.9
CC(C)n1c(Nc2ccccc2)nc2ccccc21 | 0.553 | 4.0 | -9.0 | -11.4 | 6.0 | 23.3 | -2.8 | 15.9 | 11.8
O=C1Nc2ccc(F)cc2C12Nc1ccccc1-c1nnc(SCc3ccccc3Cl)nc1O2 (stereo unspecified) | 0.038 | 5.0 | -2.0 | 10.1 | -6.0 | -26.7 | -22.0 | -9.5 | 12.3
COc1cc2c(cc1OC)C(C(=O)O)C(c1cc(Br)c(O)c(OC)c1)N(C)C2=O (stereo unspecified) | 0.00115 | · | 10.8 | 21.8 | -1.0 | 16.1 | -0.4 | 7.2 | -2.9
CCCCn1c(N)c(N(CCOC)C(=O)CSc2nc3ccc(C)cc3[nH]2)c(=O)[nH]c1=O | -0.367 | -2.8 | -2.1 | 10.1 | -5.0 | 33.8 | 2.1 | -3.8 | -14.2
COc1ccc(NC(=O)c2ccc(C)cc2Cl)c([N+](=O)[O-])c1 | -0.463 | -5.5 | -7.4 | 78.7* | -10.0 | -10.7 | 5.3 | 4.2 | 16.8
CC(C)CCn1c(Cl)nc2c1c(=O)n(C)c(=O)n2C | -0.953 | -5.1 | -15.2 | -8.4 | 2.0 | -17.6 | 1.4 | -5.7 | -42.6
CC(C)CC1C(C#N)=C(N)SC(N)=C1C#N | -2.18 | 7.2 | -5.2 | -4.1 | 2.0 | 11.6 | -1.9 | -6.8 | -4.3
CC(=O)N1N=C(c2ccc3nccnc3c2)CC1c1ccccc1 (stereo unspecified) | 0.195 | -5.0 | -6.7 | · | -1.0 | 12.7 | · | -7.2 | 28.5
COC(=O)c1ccc(CSc2nnc(Nc3cccc(OC)c3)s2)o1 | 0.095 | -6.1 | -13.0 | -7.8 | 0.0 | -1.8 | 5.8 | 8.0 | -24.2
CC(=O)N1CCN(S(=O)(=O)c2cccc(C(=O)Nc3nc4c(s3)CCCC4)c2)CC1 | 0.174 | 61.9 | -13.8 | -0.3 | -4.0 | 12.0 | -20.3 | -2.5 | -1.7
CC(C)(C)NC(=O)c1cnn(-c2ccccc2)c1NC(=O)c1ccccc1 | 1.67 | -0.3 | -4.7 | · | -2.0 | -6.9 | -24.1 | -6.4 | 4.2
CCOc1ccc(Nc2nc(Cc3nnc(SCC(=O)N(CC)CC)n3C)cs2)cc1 | 0.489 | 12.4 | -18.1 | 24.9 | · | 4.9 | -28.7 | -0.4 | 11.4
CCC(=O)N(Cc1cc2ccccc2[nH]c1=O)C(C)C | 0.675 | -18.5 | -8.4 | 6.6 | -2.0 | -9.7 | -8.1 | 6.1 | -31.5
CCOC(=O)C1CCCN(C/C(O)=C(\C#N)c2nc(-c3ccccc3)cs2)C1 (stereo unspecified) | 0.0304 | 3.0 | -7.0 | 10.6 | 2.0 | -29.5 | -31.0 | 19.1 | 0.7
Cc1ccc(-n2nc(-c3cccnc3)cc2C(=O)N2CCOCC2)c(C)c1 | -0.428 | -6.2 | 13.0 | -27.3 | 4.0 | -0.9 | -0.4 | 2.7 | -9.6
COc1ccc(OC(=O)c2cnn(-c3ccccc3)c2C)cc1 | 0.199 | 9.4 | 14.9 | -7.8 | 6.0 | -9.8 | -12.3 | -44.9 | -2.9
COc1cccc(OC)c1C(=O)Nc1ccc(NC(=O)c2ccco2)cc1 | -0.145 | -8.8 | -7.3 | -1.5 | 0.0 | -4.4 | -18.9 | 7.4 | -25.5
CC1CCc2nc(NC(=O)CN3CCN(c4ccccc4)CC3)sc2C1 (stereo unspecified) | 0.0463 | 0.8 | -6.2 | 4.0 | -17.0 | -11.7 | -49.6 | -15.5 | 7.4
CCN(CC)S(=O)(=O)c1ccc(NS(=O)(=O)c2ccc(F)cc2)cc1 | 0.343 | 7.5 | 10.9 | -136.4 | -2.0 | -0.3 | -5.3 | 1.7 | 6.3
Cc1nonc1OCCn1nnnc1N | -1.63 | -8.3 | -12.8 | 13.6 | -6.0 | -20.0 | 1.5 | 0.0 | 11.1
CCCc1nc2ccccc2c2nc(N)nn12 | -0.122 | -23.4 | -14.3 | -11.9 | 5.0 | -9.2 | -3.0 | 10.4 | -13.7
Cc1nc2ccc(S(=O)(=O)NCC(=O)N3CCOCC3)cc2s1 | -0.594 | 3.0 | 2.5 | -17.2 | -3.0 | -20.0 | -29.9 | 5.6 | -2.1
N#Cc1nc(Cc2cccc3ccccc23)oc1NCc1ccc2c(c1)OCO2 | 0.132 | -6.1 | 5.2 | 16.1 | -19.0 | 9.0 | -4.1 | 10.6 | 4.6
COc1ccc(Cl)cc1NC(=O)C(C)Sc1n[nH]c(N)n1 (stereo unspecified) | 0.0109 | -10.1 | -9.3 | 6.8 | 9.0 | -7.3 | 5.0 | 6.6 | -0.8
CC(=O)c1cccc(NC(=O)Cc2ccc3c(c2)CCCC3)c1 | -0.4 | 14.5 | -7.9 | 10.3 | -1.0 | -14.3 | -4.4 | 13.5 | 20.5
CCS(=O)(=O)N1CCC(NC(=O)c2cc(OC)cc(OC)c2)CC1 | 0.635 | -10.2 | -8.7 | -97.1 | 5.0 | -11.8 | -21.9 | -3.8 | 20.4
Cc1ccc(Cl)cc1N1CCN(S(C)(=O)=O)CC1 | 0.773 | -6.4 | -0.5 | 10.8 | 5.0 | 28.3 | 8.5 | -0.8 | -2.5
COc1ccc(CC(=O)Nc2cccc(C(=O)O)c2C)cc1 | 0.553 | 4.5 | -9.5 | -15.6 | -5.0 | 16.6 | -2.2 | 3.3 | 3.9

Whole records from above:
Cc1ccc(OCc2nc(-c3ccccc3)no2)c(C)c1 is listed with hDAT+cocaine = 0.276; sEH inh = 7.8; PLK1 inh = -3.8; HUVEC tox IL1B = -14.7; E coli WT exp = 6.0; PLK1 PBD inh = 1.0; HUVEC tox TNFa = -37.0; VCAM1 TNFa inh = -6.9; cytoskel mod = 60.8
CC(C)CC1C(C#N)=C(N)SC(N)=C1C#N is listed with hDAT+cocaine = -2.18; sEH inh = 7.2; PLK1 inh = -5.2; HUVEC tox IL1B = -4.1; E coli WT exp = 2.0; PLK1 PBD inh = 11.6; HUVEC tox TNFa = -1.9; VCAM1 TNFa inh = -6.8; cytoskel mod = -4.3

Part of the list above, reduced to cytoskel mod:
Compound	cytoskel mod
CCCc1nc2ccccc2c2nc(N)nn12	-13.7
Cc1nc2ccc(S(=O)(=O)NCC(=O)N3CCOCC3)cc2s1	-2.1
